ARNT TACC3 PPI: ARNT/TACC3 interaction disruption; inhibition, % at 9.99 µM; AlphaScreen His-ARNT PAS-B/GST-TACC3 binding, luminescence; TACC3 fragment carries E629A point mutation; Q9Y6A5; hit rate 0.66% among 390,000;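 active = mean inhibition of replicates at least 50% and at least half of replicates each reaching 50%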;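 note: 0% = complete ARNT plus TACC3 wells and 100% = ARNT alone without TACC3; many hits fall short of the cut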
An asterisk follows results filed as active; & = joins results of further samples.

SMILES | ARNT TACC3 PPI
Cc1ccc2c(c1)N(CC(=O)N1CCCCC1c1cccnc1)C(=O)CO2 (stereo not drawn) | 5.6
Cn1c(=O)c2c(nc(NCC3CCCO3)n2Cc2ccccc2)n(C)c1=O (stereo not drawn) | -25.8
O=C(NCc1cccnc1)Nc1ccccc1F | -7.0
CN(C)c1ccc(C(=O)c2ccc(O)cc2O)cc1 | 10.7
CC(=O)C1=C(c2ccccc2)NC(=O)NC1c1ccccc1OCC(=O)NCc1ccccc1 (stereo not drawn) | -5.1
Cc1noc(C)c1C(=O)N1CCc2ccccc2C1 | 9.0
c1nnnn1C12CC3CC(CC(C3)C1)C2 | -13.1
O=C(N/N=C/c1cccc(O)c1)c1ccc(COc2ccc3c(c2)CCC3)o1 | 4.9
CC(C)CC[n+]1ccn(-c2nc3ccccc3nc2[N-]S(=O)(=O)c2ccccc2)c1 | -5.7
CCc1ccc(C(=O)Nc2cc3c(cc2Cl)OCCCO3)cc1 | -1.2
OC(COc1ccccc1)CN1CCN(c2ncccn2)CC1 (stereo not drawn) | 0.4
O=C(Nc1ccc(Cl)c(Cl)c1)C1=Cc2ccccc2OC1 | -8.1
Cc1cc(OC(=O)c2ccc(Cl)cc2Cl)nc(C)n1 | -14.7
COc1ccc2[nH]c(C)c(C(=O)CN3CCOCC3)c2c1 | -2.1
CC(Sc1nnnn1-c1ccccc1)C(=O)Nc1ccc(Cl)cn1 (stereo not drawn) | -0.2
Cc1nc2sc(C(c3ccc(F)cc3)N3CCOCC3)c(O)n2n1 (stereo not drawn) | 1.7
COC(=O)c1cc(Br)c(=O)n(CCN2CCCCC2)c1 | -9.3
CCCC(=O)N1CCc2cc(OC)c(OC)cc2C1c1cc2cc3c(cc2[nH]c1=O)OCO3 (stereo not drawn) | 0.5
O=C(Cn1c(=O)n(CCC(=O)N2CCc3ccccc3C2)c(=O)c2ccccc21)NCC1CCCO1 (stereo not drawn) | 12.3
O=C(Nc1ccc(N2CCOCC2)cc1)NC1CCCCC1 | -1.3
CCN(CC)CCCN1C(=O)CSC1c1ccc2c(c1)OCO2 (stereo not drawn) | -5.4
CCOc1ccc(NC(=O)CN2CCN(CC(=O)Nc3cc(OC)cc(OC)c3)CC2)cc1 | -5.7
CN(C)CCCn1c(-c2ccccc2)nc(=S)c2c1CCCC2 | 4.4
O=C(N1CCN(Cc2ccccc2)CC1)C12CC3CC(CC(C3)C1)C2 | -1.5
CCn1c(-c2cccs2)nc2ccccc21 | -0.1
CN(C1=NC(=O)C(CC(=O)Nc2ccc(Br)cc2)S1)c1ccc(O)cc1 (stereo not drawn) | -7.3
CCCCCCCCCC[N+](C)(C)CC/C=C1/c2ccccc2Sc2ccc(Cl)cc21 | 30.5
CCc1nnc(NC(=O)CCN2C(=O)c3ccccc3C2=O)s1 | 3.8
CCOc1ccc(C(NC(=O)c2ccco2)c2ccc(OC)c(OC)c2)cc1 (stereo not drawn) | 5.0
Cc1ccc2c(c1)c1c(n2C)-c2[nH]ncc2CC1 | -2.9
Cc1ccc(C)c2[nH]c(=O)c(CN(CC3CCCO3)S(=O)(=O)c3ccc4c(c3)OCCO4)cc12 (stereo not drawn) | -14.1
CCOc1ccccc1N1CCN(Cc2c(C)n(C)n(-c3ccccc3)c2=O)CC1 | -0.4
CC(C)OC(=O)c1ccc(Cn2nnc3ccccc3c2=O)cc1 | 1.1
CCOC(=O)c1oc2ccc(Br)cc2c1NC(=O)CN1CCN(C)CC1 | 2.2
COc1ccc(C2=CC(c3ccc(F)cc3)n3nnnc3N2)cc1 (stereo not drawn) | 0.8
Cc1noc(C)c1CSCC(=O)N1CCN(c2ccc([N+](=O)[O-])cc2)CC1 | -5.1
c1ccc(-n2ncc3c2ncn2nc(-c4ccco4)nc32)cc1 | -5.7
Cc1ccc(-n2nnnc2SCn2nnc3ccccc3c2=O)cc1 | 3.2
CCNC(=O)c1ccc2c(c1)S(=O)(=O)c1ccccc1C2=O | 3.9
Clc1ccc(-n2ncc3c(NCc4ccc5c(c4)OCO5)ncnc32)cc1 | -11.3
COC(=O)/C(=C(/F)Sc1cc(C)c(O)c(C)c1)C(F)(F)F | 4.5
CCN(CC)C(=O)COc1cccc2ccccc12 | -4.9
COc1ccc(OC)c(N(CC(=O)Nc2ccc3c(c2)OCCO3)S(C)(=O)=O)c1 | -2.8
COc1ccc(N2CCN(C(=O)CSc3nnc4c(C)cc5cc(C)ccc5n34)CC2)cc1 | -3.6
COc1cc2nc(SCc3ccc(F)cc3)n(Cc3cccs3)c(=N)c2cc1OC | 6.3
CCOC(=O)C1CCN(S(=O)(=O)c2c(C)[nH]c(=O)[nH]c2=O)CC1 | -4.4
CCOC(=O)NCc1ccc(CNC(=O)OCC)cc1 | -11.4
Cc1cccc(OCCOC(=O)C2CCN(S(=O)(=O)c3cccs3)CC2)c1 | -5.6
NC(=O)c1ccc(NC(=O)c2ccc(CN3CCOCC3)cc2)cc1 | -5.7
O=C1Cc2cccc3cccc1c23 | 5.2
(more compounds)
SMILES | ARNT TACC3 PPI
CSc1nnc(-c2cc3c(s2)-c2ccccc2CC3)o1 | -2.8
CC1CN(S(=O)(=O)c2cccc(C(=O)N(CCc3ccccc3)Cc3ccccc3)c2)CC(C)O1 (stereo not drawn) | 6.2
O=C(CN1CCN(S(=O)(=O)c2ccc3ccccc3c2)CC1)N1CCc2ccccc2C1 | 22.4
Cc1onc(-c2ccccc2Cl)c1C(=O)Nc1ccc2c(c1)OCO2 | 13.1
CCOC(=O)CSc1nnc(Cc2cc(=O)[nH]c(=O)[nH]2)n1-c1ccc(Cl)cc1 | -0.8
Cc1ccc(C(=O)Nc2nc(-c3cc(Cl)sc3Cl)cs2)cc1 | 0.2
COc1ccc(C=O)cc1CSc1nnc(COc2cccc3cccnc23)o1 | -2.6
Cc1nn(C)cc1CN(C)C(=O)c1nn2c(c1Cl)NC(c1cccs1)CC2C(F)(F)F (stereo not drawn) | 5.8
O=C(CN1CCCCC1)Nc1cccc(Cl)c1Cl | -0.4
O=C(CSc1nnc2ccccn12)NCc1cccs1 | -28.6
Cc1ncc(C[n+]2csc(CCOC(=O)CC34CC5CC(CC(C5)C3)C4)c2C)c(N)n1 | -1.4
Cc1nc2cc(Cl)ccc2n1-c1ccccc1 | -0.9
CN1C(=O)CSc2ccc(NC(=O)NCc3ccco3)cc21 | 0.4
COc1ccc(C(=O)c2cnc3ccccc3c2-c2ccccc2)cc1 | 2.1
Cc1sc2nc(C(C)C)nc(SCC(=O)N3CCN(C(=O)c4ccco4)CC3)c2c1C | 3.3
CSc1nc(N)nc(SCC(=O)C(C)(C)C)c1C#N | -0.8
COc1ccccc1/C=c1\sc2nc(-c3ccccc3OC)nn2c1=O | -4.6
O=C(CN1C(=O)c2ccccc2C1=O)OCC(=O)N1CCc2ccccc2C1 | -3.7
O=C(Nc1ccc(N2CCN(C(=O)c3ccco3)CC2)c(Cl)c1)c1cccs1 | -1.0
O=C(Nc1ccccc1C(=O)N1CCCCC1)c1cccc(S(=O)(=O)N2CCOCC2)c1 | -10.4
CC(C)c1nnc(NC(=O)C2CCCN2S(=O)(=O)c2ccc(Cl)cc2)s1 (stereo not drawn) | -4.6
O=S(=O)(c1ccccc1)c1cnn2c(C(F)(F)F)cc(-c3ccc(F)cc3)nc12 | -4.4
O=S(=O)(c1ccccc1F)N(Cc1ccco1)Cc1nnc(-c2ccccc2Br)o1 | 13.8
CC(C)C[C@@H]1NC(=O)[C@H](C(C)C)NC(=O)c2cc([N+](=O)[O-])cc(I)c2OCC[C@@H](C(N)=O)NC1=O | -5.7
O=C(NCCCN1CCN(c2ccccc2F)CC1)C1CCC(=O)N1C1CCCC1 (stereo not drawn) | -29.8
O=C(O)Cc1ccc(NC(=O)c2ccc(NC(=O)c3ccco3)cc2)cc1 | -6.3
CCOc1ccccc1C1CC(=O)NC2=C1C(=O)CCC2 (stereo not drawn) | -2.4
CC(C)CSc1nc2ccccc2n1CC(N)=O | -12.6
COc1ccc(N2CCN(c3ccc(N)cc3C#N)CC2)cc1 | -0.3
COc1ccc(C2=CC(c3ccc(C)cc3)n3nnnc3N2)cc1 (stereo not drawn) | -0.9
COc1ccc(CCNC(=O)c2sc3cc(C)ccc3c2Cl)cc1 | 2.9
Cc1ccc(NC(=O)/C(CN(C)C)=N\O)cc1 | -5.8
CCc1ccc(-n2c(O)c(C=NCCN(CC)CC)c(=O)[nH]c2=O)cc1 | -3.4
COc1ccc(-c2nc3c(=O)n(C)c(=O)[nH]c3n2CCc2ccccc2)cc1 | -20.4&0.6
O=C(NCCCN1CCC(Cc2ccccc2)CC1)C1CC(=O)N(C2CCCCCC2)C1 (stereo not drawn) | 4.8
COc1cccc(/C=N\n2c(C)nnc2C)c1OC | 3.5
CCCCN1C(=O)NC2NC(=O)NC21 (stereo not drawn) | 7.5
COc1cc(NC(=O)Cn2nc(C(F)(F)F)c3c2CCCC3)cc(OC)c1OC | -3.8
CCCCSc1nnc(-c2cc(Br)ccc2N)c(=O)[nH]1 | -0.3
COC(=O)c1ccc(/C=C/C(=O)OCC(=O)Nc2sccc2C(N)=O)cc1 | 2.3

Shown with values ahead of the structure: entries from further up.
ARNT TACC3 PPI	molecule
-4.6	CC(C)c1nnc(NC(=O)C2CCCN2S(=O)(=O)c2ccc(Cl)cc2)s1 (stereo not drawn)
-4.4	O=S(=O)(c1ccccc1)c1cnn2c(C(F)(F)F)cc(-c3ccc(F)cc3)nc12
13.8	O=S(=O)(c1ccccc1F)N(Cc1ccco1)Cc1nnc(-c2ccccc2Br)o1
-5.7	CC(C)C[C@@H]1NC(=O)[C@H](C(C)C)NC(=O)c2cc([N+](=O)[O-])cc(I)c2OCC[C@@H](C(N)=O)NC1=O
-29.8	O=C(NCCCN1CCN(c2ccccc2F)CC1)C1CCC(=O)N1C1CCCC1 (stereo not drawn)
-6.3	O=C(O)Cc1ccc(NC(=O)c2ccc(NC(=O)c3ccco3)cc2)cc1
-2.4	CCOc1ccccc1C1CC(=O)NC2=C1C(=O)CCC2 (stereo not drawn)
-12.6	CC(C)CSc1nc2ccccc2n1CC(N)=O
-0.3	COc1ccc(N2CCN(c3ccc(N)cc3C#N)CC2)cc1
-0.9	COc1ccc(C2=CC(c3ccc(C)cc3)n3nnnc3N2)cc1 (stereo not drawn)
2.9	COc1ccc(CCNC(=O)c2sc3cc(C)ccc3c2Cl)cc1
-5.8	Cc1ccc(NC(=O)/C(CN(C)C)=N\O)cc1
-3.4	CCc1ccc(-n2c(O)c(C=NCCN(CC)CC)c(=O)[nH]c2=O)cc1
-20.4&0.6	COc1ccc(-c2nc3c(=O)n(C)c(=O)[nH]c3n2CCc2ccccc2)cc1
4.8	O=C(NCCCN1CCC(Cc2ccccc2)CC1)C1CC(=O)N(C2CCCCCC2)C1 (stereo not drawn)
3.5	COc1cccc(/C=N\n2c(C)nnc2C)c1OC
7.5	CCCCN1C(=O)NC2NC(=O)NC21 (stereo not drawn)

Continued.
SMILES | ARNT TACC3 PPI
CCCC12CN3CC(C)(CN(C1)C31CCCCC1)C2=O | -6.1
CN1CCN(C(=S)Nc2ccc([N+](=O)[O-])cc2)CC1 | -4.9
COC(=O)c1cccc(OCC(O)Cn2cnc3cc(C)c(C)cc32)c1 (stereo not drawn) | -2.3
O=C(O)CCCc1nc2ccccc2s1 | -1.1
O=c1c2c3c(sc2n(CCN2CCOCC2)c(=O)n1Cc1ccco1)CCCCC3 | 35.8
COc1cc2[nH]c(=O)n(C3CCCCC3)c(=O)c2cc1OC | -7.4
Cc1ccccc1NC(=O)NCCCN1CCCC1 | -4.0
CCn1c(NC(=O)c2ccco2)c(-c2ccccc2Cl)c(=O)c2ccccc21 | -3.4
COC(=O)c1c(C)cc(O)c(C=O)c1O | 18.8
CCOc1cc2c(cc1OCC)C(C(=O)O)C(c1cc(Br)c(O)c(OC)c1)N(C)C2=O (stereo not drawn) | -11.7
Cc1cccc(C(OC(=O)c2ccco2)C(=O)NCc2ccccc2)n1 (stereo not drawn) | 0.6
Cc1cc(-c2nc3c4c5c(sc4[nH]c(=O)n3n2)CCC5)c(C)o1 | -2.5
CC(C)NC(=S)Nc1ccc(Oc2ccccc2)cc1 | -2.5
CC(NC(N)=O)C12CC3CC(CC(C3)C1)C2 (stereo not drawn) | -0.9
Cc1ccc(-c2nnc(-c3cccc(NC(=O)c4cccs4)c3)o2)cc1 | -0.4
O=[N+]([O-])c1ccc(-c2ccc(/C=N/c3c(-c4ccco4)nc4ccccn34)o2)cc1 | -5.0
N=c1sccn1CC(=O)N1CCc2ccccc21 | 7.1
NC(=O)SCC(=O)Nc1ccc(Cl)c(Cl)c1 | 5.2
Cc1ccc(C(=O)N/C(=C/c2ccco2)C(=O)NCCc2c[nH]c3ccccc23)cc1C | 7.6
COc1ccc(/C=C/C(=O)c2ccccc2O)cc1 | 5.3
CCN1CCCC1CNc1ncnc2c1[nH]c1ccc(F)cc12 (stereo not drawn) | 10.8
CC1CCCCN1S(=O)(=O)c1ccc(NC(=O)c2cccc(-n3cnnn3)c2)cc1 (stereo not drawn) | -10.8
Cc1cc(Oc2ccccc2)nc(N)n1 | 3.3
COc1ccc(-c2nnc(N(C)C(=O)c3ccno3)s2)cc1 | -1.6
N#Cc1c(SCC(=O)O)nc(-c2ccccc2)c2c1CCCC2 | -8.4
CC(C)(C)NC(=O)CCC1COc2ccccc2O1 (stereo not drawn) | -2.9
Fc1ccc(/C=C2\CCCC3=C2Nc2ncnn2C3c2ccc(F)cc2)cc1 (stereo not drawn) | -1.3
CN(C)S(=O)(=O)N1CCC(C(=O)O)(c2ccccc2)CC1 | 4.2
COc1ccc(C2C=C(c3ccc(C)cc3)Nc3ncnn32)cc1 (stereo not drawn) | 6.5
O=C(CCc1ccccc1)NNC(=O)c1ccco1 | -3.2
Fc1ccccc1Cc1nnc2n1N=C(c1ccc(Cl)cc1)CS2 | -1.4
Cc1ccc(Cl)c(OCC(=O)Nc2ccc3c(c2)OCCO3)c1 | -8.6
COC(=O)c1[nH]c2cccc(OC)c2c1NC(=O)CCN1CCN(c2ccccc2OC)CC1 | 15.1
Cc1cc(C)nc(SCC(=O)Nc2ncc3c(n2)CC(C)(C)CC3=O)n1 | -2.4
CCC1CCCCN1C(=O)COC(=O)c1n[nH]c2ccccc12 (stereo not drawn) | 2.0
Cc1ccc2c(c1)cc1c(=O)n(CC(=O)NCc3ccccn3)nc(C)n12 | -3.2
CCc1nc(N2CCCC(C)C2)c2oc3ccccc3c2n1 (stereo not drawn) | -6.4

Compound activity from PubChem.

The list is partial. The share of hits here may be higher or lower than overall.
